TCR-CD3 inh: inhibitors of human TCR-CD3 interaction | TAMRA-labeled TCR probe fluorescence, biochemical | AID 651800 | inhibition, % at 9.4 µM | hit rate 0.37% among 360,000; in the data active = inhibition above about 19%;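 also: recombinant mutant TCR 2C K166C tagged with TAMRA read by polarization; 0% = receptor in buffer alone and 100% = receptor with positive control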
TDP2 inh: blocks human TDP2 phosphodiesterase activity. O95551. recombinant TDP2, T5PNP hydrolysis, p-nitrophenol absorbance 415 nm. inhibition, % at 12.8 µM. hit rate 0.34% among 370,000;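 active = inhibition above the mean of all tested compounds plus 3 SD, set per campaign, cut at about 25% in these data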;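 also: 0% = DMSO with enzyme and 100% = buffer with substrate but no TDP2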
Target sequence (O95551 whole entry, looked up): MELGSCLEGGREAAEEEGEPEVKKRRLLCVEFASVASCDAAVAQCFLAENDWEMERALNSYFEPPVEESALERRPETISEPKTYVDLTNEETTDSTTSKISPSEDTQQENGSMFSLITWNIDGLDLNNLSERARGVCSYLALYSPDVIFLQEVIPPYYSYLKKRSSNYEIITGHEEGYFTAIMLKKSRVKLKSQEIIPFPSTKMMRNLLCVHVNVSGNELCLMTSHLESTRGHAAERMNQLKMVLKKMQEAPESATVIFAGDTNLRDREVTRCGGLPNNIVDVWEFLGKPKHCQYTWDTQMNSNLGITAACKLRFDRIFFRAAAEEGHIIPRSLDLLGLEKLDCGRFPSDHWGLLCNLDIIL
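System – recombinant human TDP2 · Amount – 120 nM TDP2 per well · Buffer or medium – Mg2+-containing Tris-HCl buffer, pH 7.5 · Reagent – T5PNP substrate, 5 mM · Dosing – 12.8 µM single point, 1% DMSO · Incubation – 2 h at 37 °C · Measured by – epi absorbance · Read-out basis – percent inhibition · Benchmarks – high control without enzyme, low control DMSO plus TDP2 · Repeats – singlicate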
PG9 Ab binder: PG9 antibody binding by small molecule; TR-FRET gp120-PG9 antibody binding; inhibition, % at 6.7 µM; hit rate 0.43% among 360,000; in the data active = inhibition above about 8.5%
PRMT1 inh: blocks human protein arginine methyltransferase 1; Q99873; recombinant PRMT1, activity-based probe fluorescence polarization; inhibition, % at 2.79 µM; hit rate 1.3% among 370,000; AID 652257;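 active = inhibition above about 21% made by adding two undisclosed values, limit read from the data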
Target sequence (Q99873 whole entry, looked up): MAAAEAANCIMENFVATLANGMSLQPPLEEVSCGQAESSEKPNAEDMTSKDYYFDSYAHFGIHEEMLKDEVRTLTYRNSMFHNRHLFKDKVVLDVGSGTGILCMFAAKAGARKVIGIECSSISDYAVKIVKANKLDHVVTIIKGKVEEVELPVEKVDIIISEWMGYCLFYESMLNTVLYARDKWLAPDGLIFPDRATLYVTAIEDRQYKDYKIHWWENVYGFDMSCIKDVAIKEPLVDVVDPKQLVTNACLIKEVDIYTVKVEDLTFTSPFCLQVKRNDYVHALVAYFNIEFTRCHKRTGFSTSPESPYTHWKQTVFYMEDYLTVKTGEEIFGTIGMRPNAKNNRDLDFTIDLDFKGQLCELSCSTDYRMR
HTRA1 inhibitor: blocks human HTRA1 serine peptidase; recombinant HTRA1, FP-rhodamine activity-based probe, fluorescence polarization; inhibition, % at 5.96 µM; hit rate 0.5% among 340,000; Q92743; in the data active = inhibition above about 36%;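 also: 0% = enzyme with DMSO and 100% = wells lacking enzyme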
ABHD4 inh: inhibits mouse alpha/beta hydrolase domain 4 | Q8VD66 | purified mABHD4, FP-Rh probe fluorescence polarization | inhibition, % at 8.92 µM | hit rate 0.54% among 370,000;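 active = inhibition exceeding the mean over every tested compound plus 3 SD, cut at about 30% in these data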;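 also: 0% = plate median of compound wells and 100% = S159A mutant with DMSO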
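system = mouse ABHD4 enzyme, wild type | medium = HEPES pH 7.0, NaCl, Pluronic buffer | also added = FP-Rh probe | incubation = Enzyme–compound pre-incubation 45 min, then probe 60 min, both 25 °C | technique = fluorescence polarization, excitation 525 nm, emission 598 nm, BODIPY TMR filters | controls = S159A mutant high control, sample median low control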
SIAE primary: inhibitors of human sialic acid acetylesterase SIAE | Q9HAT2 | hit rate 0.69% among 370,000 | SIAE FP-Rh probe binding, fluorescence polarization | inhibition, % at 9.66 µM;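 active = inhibition above a cutoff: mean of compounds within the control limits plus 3 SD of those, cut at about 17% in these data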;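 also: 0% = plate median of compound wells and 100% = probe without SIAE protein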
LEDGF integ inh: blocks HIV-1 LEDGF/p75-dependent DNA integration; TR-FRET IN-LEDGF/p75 DNA integration, Eu/Cy5; inhibition, % at 3.7 µM; hit rate 0.64% among 370,000; AID 743269;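 active = inhibition above the screen-wide mean plus 3 SD, cut at about 13% in these data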;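 also: signal is the Cy5 over europium emission ratio at 671 and 618 nm; 0% = plate median of compound wells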
Tn7 DDE FP: inhibitors of Tn7 peptide binding to human fibrin DD(E). P02675. FP displacement of FITC-Tn7 peptide from fibrin DD(E); 0% = median of compound wells per plate. inhibition, % at 8.3 µM. hit rate 0.13% among 370,000. AID 720508;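 active = inhibition above the mean of compounds falling within the control limits plus 3 SD of them, cut at about 14% in these data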;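 also: 0% = plate median of compound wells and 100% = 10 µM Aha-Tn7 peptide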
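Test system – human fibrin DD(E) · Times – 10 min preincubation, 3 h with tracer, room temperature · Detection – fluorescence polarization of the labelled Tn7 tracer · Measure – percent inhibition normalized to high-control wells · Benchmarks – high control wells with 10 µM unlabelled Aha-Tn7 peptide (full inhibition) · Repeats – singlicate testing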
UHRF1 MBD2 ctr: UHRF1 methyl-DNA binding inhibition | inhibition, % at 4.4 µM | AID 687016 | UHRF1 binding to methylated oligo, TR-FRET | Q96T88 | hit rate 0.75% among 370,000; in the data active = inhibition above about 21%;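 also: UHRF1 SRA domain binding a hemimethylated CpG hairpin DNA probe; 0% = median of test compound wells and 100% = reference inhibitor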
Numbers without * were called inactive; . = no result given.

nr	Structure	ABHD4 inh	SIAE primary	UHRF1 MBD2 ctr	Tn7 DDE FP	TDP2 inh	PRMT1 inh	PG9 Ab binder	LEDGF integ inh	HTRA1 inhibitor	TCR-CD3 inh
1	CCOC(=O)C1=CCN(S(=O)(=O)c2ccc(C)cc2)C1c1ccccc1F (centres undefined)	-18	1	3	0	-2	5	0.1	0	.	1
2	CC(C)(C)OC(=O)N1CCCC(C(=O)Nc2cccc(C(=O)NCCCc3ccccc3)c2)C1 (centres undefined)	-18	-2	4	0	-15	-4	-0.7	0	-21	-9
3	Nc1nc(CN2CCN(c3ccccc3F)CC2)nc(N2CCCc3ccccc32)n1	7	1	6	2	9	-1	-0.3	7	-3	3
4	CCCC1CCC2(CCCN2CCOC(=O)Nc2cccc(Cl)c2)CC1 (centres undefined)	7	1	-2	-2	-4	-2	.	-2	.	.
5	CN(C1CC(C)(C)NC(C)(C)C1)S(=O)(=O)CC12CCC(CC1=O)C2(C)C (centres undefined)	6	-1	4	3	8	5	-0.1	-1	4	-4
6	Cc1cc(C)c2cc(CN(Cc3ccc4c(c3)OCO4)Cc3nnnn3Cc3ccco3)c(=O)[nH]c2c1	-17	-10	-1	-1	-2	5	1.5	0	-35	8
7	O=c1[nH]c(-c2ccncc2)nc2ccccc12	5	4	-5	0	-15	3	0.5	-1	8	5
8	COc1ccc(OC)c(C2=NOC(C(=O)Nc3c(C)n(C)n(-c4ccccc4)c3=O)C2)c1 (centres undefined)	2	4	1	-2	-3	0	0.1	-1	2	11
9	COC(=O)/C=C1/SC(=NC(=O)c2ccc(F)cc2)NC1=O	-5	-2	-2	4	4	0	-3.9	0	.	-2
10	CCCCCCCCN1[C@@H](CC(=O)O)c2ccc(C(F)(F)F)cc2S1(=O)=O	15	0	-2	-2	9	2	-2.2	0	-17	6
11	Cc1ccc(C(=O)N(CC(=O)NC2CCCC2)c2ccc(F)cc2)s1	-2	5	1	-4	-9	-2	-1.6	3	1	7
12	COc1cccc(NC(=O)CN(C)C(=O)c2ccc(N3CCOCC3)c([N+](=O)[O-])c2)c1	0	1	2	-4	5	0	-1.0	3	-9	1
13	NC(=O)c1ccccc1NC(=O)COc1ccc(Cl)cc1	4	4	2	-2	6	13	1.1	-2	-7	-6
14	NC(=O)C1(Nc2ccc(C(=O)O)cc2)CCCC1	-7	0	3	6	4	3	-1.9	-3	-2	-5
15	O=C(CCC(=O)Nc1ccccc1)NNS(=O)(=O)c1ccc(Cl)cc1	-2	6	1	-5	-5	2	-1.2	0	0	-4
16	CCCCNC(=O)C1(C)CCN1Cc1ccc(C#N)cc1 (centres undefined)	-7	8	4	4	-3	5	-0.6	5	.	-3
17	CCOC(=O)C(C)Sc1nnc(-c2c[nH]c3ccccc23)n1C (centres undefined)	-1	-2	5	6	-8	1	1.4	5	0	-6
18	COCCN(CCOC)C(=O)c1ccc(SCc2ccc(C)cc2)c([N+](=O)[O-])c1	9	-4	0	-1	6	6	-0.1	1	3	-1
19	COc1ccc(C(=O)Nc2ccc3c(c2)OCCO3)cc1Br	4	-7	0	2	13	0	-1.0	-1	-8	1
20	O=C(CCN1CCCCC1)NCNC(=O)CCN1CCCCC1	7	-5	3	-9	4	4	0.3	3	8	-2
21	CC1CN(C(=O)CNC(=O)Cc2cccc3ccccc23)CC(C)O1 (centres undefined)	-1	1	0	1	1	-4	-0.5	-4	1	7
22	CCOC(=O)C1CCN(C(=O)COC(=O)CN(C)S(=O)(=O)c2ccc(NC(C)=O)cc2)CC1	8	1	1	2	8	-1	-1.0	-1	-1	6
23	COC(=O)c1c(C)c(C)nc(N)c1C#N	8	-5	-2	4	2	0	-0.8	1	-1	3
24	O=C(NCc1cn2ccccc2n1)c1ccc(Br)o1	-3	7	-1	6	9	-2	-0.7	-2	-4	2
25	COc1ccccc1-n1cnnc1SCC(=O)c1c[nH]c2ccccc12	0	-8	-2	-4	-5	-1	0.2	-2	-7	4
26	COCCn1c(-c2ccsc2)nc2c1c(=O)[nH]c(=O)n2CC(C)C	3	-5	-2	-1	4	2	2.1	0	-4	-1
27	O=[N+]([O-])c1cccc2c(S(=O)(=O)N3CCCCC3)cccc12	1	4	-4	13	-2	4	0.3	-1	-3	4
28	COC(=O)C1=C(C)N(Cc2ccc(Cl)cc2)C(=S)NC1c1cccc(Br)c1 (centres undefined)	-13	-15	1	-3	-5	4	-0.4	-3	.	-6
29	CC(C)Oc1ccc(CN2CCC2(C)C(=O)NCc2cccc3ccccc23)cc1 (centres undefined)	-6	-9	-2	0	-11	-7	-2.3	0	.	10
30	COC(=O)c1ccccc1NC(=O)CSc1nc2c(c(=O)[nH]1)CCC2	0	-6	0	-5	10	5	-1.0	3	4	3
31	COc1ccc(OC)c(CN2C(=O)c3ccccc3C2C(=O)NCC2CCCO2)c1 (centres undefined)	-6	3	6	7	-3	2	-0.2	-2	1	4
32	C=CCNC(=O)C(C)N1c2cccc3cccc(c23)S1(=O)=O (centres undefined)	-3	0	-3	-1	11	1	-0.3	-2	-4	7
33	Cc1sc2ncn(CC(=O)NCCCC(=O)N3CCC(C)CC3)c(=O)c2c1C	2	16	-1	-2	17	2	-0.5	1	-5	0
34	Cc1ccc(S(=O)(=O)NCC2CCC(C(=O)NCc3cccs3)CC2)cc1 (centres undefined)	3	4	1	-3	-8	-12	-1.2	1	1	5
35	CCOc1ccc(C(=O)Nc2cccc(SC)c2)cc1	-7	-3	1	0	-8	-1	-0.7	1	-19	6
36	CNS(=O)(=O)c1cccc(C(=O)OCC(=O)Nc2ccc(Cl)cc2F)c1	-10	0	-1	-11	-14	-5	0.1	6	-6	-2
37	CCN(c1ccc(NC(=O)COC(=O)c2ccc([N+](=O)[O-])o2)cc1)C(C)C	0	5	-4	6	2	-4	-3.9	0	3	3
38	O=C1NC(=O)c2cc(Oc3ccc([N+](=O)[O-])cc3)ccc21	-3	1	4	-9	-22	3	0.7	7	0	-9
39	COc1ccc(CN2CCN(S(=O)(=O)c3ccccc3)CC2)cc1Br	5	-2	1	-4	0	0	-2.2	1	-1	-2
40	O=S(=O)(c1ccc(Oc2ccc(Cl)cc2)c(S(=O)(=O)N2CCCCC2)c1)N1CCCCC1	-2	-5	3	5	5	-3	0.6	-1	-1	1
41	Cc1ccc2nc(CCl)[n+]([O-])c(-c3ccccc3)c2c1	0	3	-1	2	6	0	0.1	1	0	-3
42	Cc1ccc(-n2c(N)c(C(=O)Nc3c(C)n(C)n(-c4ccccc4)c3=O)c3nc4ccccc4nc32)cc1	3	-3	-3	-8	3	-1	-3.3	1	1	7
43	C[C@@H]1CCCCO[C@H](CN(C)C(=O)Nc2ccc(C(F)(F)F)cc2)[C@@H](C)CN([C@H](C)CO)C(=O)c2cc(NC(=O)Nc3ccc4c(c3)OCO4)ccc2O1	-14	4	2	0	-13	-2	1.4	-2	.	8
44	O=C(CCN1C(=O)S/C(=C\c2ccc(F)cc2)C1=O)Nc1ccc(C(=O)O)c(O)c1	-19	2	-3	0	3	5	-0.4	0	-9	9
45	CCCCCCCCN1C(=O)[C@@H](CC(=O)N2CCN(C(=O)c3ccco3)CC2)C[C@@]2(C(=O)OC)C1=C[C@H](C(C)C)O[C@@H]2C1CC1	-1	1	3	-10	-12	3	.	3	.	.
46	Cc1cc(NC(=O)CSc2ccc(-c3ccccc3)nn2)no1	2	4	0	-7	3	-1	0.6	0	6	5
47	CCCCN1C(=O)CCC(C(=O)O)C1c1ccc([N+](=O)[O-])cc1 (centres undefined)	-1	-2	0	2	-4	-2	-0.1	-2	-1	7
48	CNC(=O)c1ccc(N(Cc2ccccc2C)S(C)(=O)=O)cc1	-3	-2	5	-1	0	0	-0.1	-3	-3	-10
49	Cc1ccc(NC(=O)c2ccc(OC(=O)COc3cccc(Cl)c3)cc2)cc1	-4	0	-3	-4	12	2	0.6	2	-9	0
50	CCN(CC)S(=O)(=O)c1ccc(NC(=O)c2cc(=O)[nH]c3ccccc23)cc1	-12	-13	7	-1	-18	13	-1.7	-1	-6	-1
51	CCOC(=O)c1cnc(-c2ccccc2)nc1C(F)(F)F	-3	-1	-1	5	-2	1	-0.6	-4	0	7
52	Cc1ccc(CN2CCN(Cc3cnc(N(C)C)s3)CC2CCO)o1 (centres undefined)	-2	6	6	-3	5	3	0.9	-2	1	1

11 compounds from above, sorted by SMILES length, ascending:
nr	Structure	ABHD4 inh	SIAE primary	UHRF1 MBD2 ctr	Tn7 DDE FP	TDP2 inh	PRMT1 inh	PG9 Ab binder	LEDGF integ inh	HTRA1 inhibitor	TCR-CD3 inh
51	CCOC(=O)c1cnc(-c2ccccc2)nc1C(F)(F)F	-3	-1	-1	5	-2	1	-0.6	-4	0	7
46	Cc1cc(NC(=O)CSc2ccc(-c3ccccc3)nn2)no1	2	4	0	-7	3	-1	0.6	0	6	5
41	Cc1ccc2nc(CCl)[n+]([O-])c(-c3ccccc3)c2c1	0	3	-1	2	6	0	0.1	1	0	-3
39	COc1ccc(CN2CCN(S(=O)(=O)c3ccccc3)CC2)cc1Br	5	-2	1	-4	0	0	-2.2	1	-1	-2
47	CCCCN1C(=O)CCC(C(=O)O)C1c1ccc([N+](=O)[O-])cc1 (centres undefined)	-1	-2	0	2	-4	-2	-0.1	-2	-1	7
49	Cc1ccc(NC(=O)c2ccc(OC(=O)COc3cccc(Cl)c3)cc2)cc1	-4	0	-3	-4	12	2	0.6	2	-9	0
50	CCN(CC)S(=O)(=O)c1ccc(NC(=O)c2cc(=O)[nH]c3ccccc23)cc1	-12	-13	7	-1	-18	13	-1.7	-1	-6	-1
44	O=C(CCN1C(=O)S/C(=C\c2ccc(F)cc2)C1=O)Nc1ccc(C(=O)O)c(O)c1	-19	2	-3	0	3	5	-0.4	0	-9	9
40	O=S(=O)(c1ccc(Oc2ccc(Cl)cc2)c(S(=O)(=O)N2CCCCC2)c1)N1CCCCC1	-2	-5	3	5	5	-3	0.6	-1	-1	1
42	Cc1ccc(-n2c(N)c(C(=O)Nc3c(C)n(C)n(-c4ccccc4)c3=O)c3nc4ccccc4nc32)cc1	3	-3	-3	-8	3	-1	-3.3	1	1	7
43	C[C@@H]1CCCCO[C@H](CN(C)C(=O)Nc2ccc(C(F)(F)F)cc2)[C@@H](C)CN([C@H](C)CO)C(=O)c2cc(NC(=O)Nc3ccc4c(c3)OCO4)ccc2O1	-14	4	2	0	-13	-2	1.4	-2	.	8
